E-selectin induc – induces E-selectin expression in human endothelial cells | activation, % at 7.58 µM | AID 686992 | P16581 | 260,000 tested, 0.37% active | HUVEC E-selectin immunofluorescence imaging; normalized: neutral wells 0, TNF-alpha wells 100;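 active = mean E-selectin-positive cell signal at least 10% of the positive control, reached in at least 60% of replicates, without over 20% cell loss; inconclusive = no rule given, readout overlaps actives, possibly toxicity-flagged; inactive = the rest, including those meeting only one limit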;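 note: in these data hits start at about 27%; measured in HUVEC primary endothelial cells; signal is the percent of cells scored E-selectin positive by PE staining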
Target sequence (P16581 whole entry, looked up): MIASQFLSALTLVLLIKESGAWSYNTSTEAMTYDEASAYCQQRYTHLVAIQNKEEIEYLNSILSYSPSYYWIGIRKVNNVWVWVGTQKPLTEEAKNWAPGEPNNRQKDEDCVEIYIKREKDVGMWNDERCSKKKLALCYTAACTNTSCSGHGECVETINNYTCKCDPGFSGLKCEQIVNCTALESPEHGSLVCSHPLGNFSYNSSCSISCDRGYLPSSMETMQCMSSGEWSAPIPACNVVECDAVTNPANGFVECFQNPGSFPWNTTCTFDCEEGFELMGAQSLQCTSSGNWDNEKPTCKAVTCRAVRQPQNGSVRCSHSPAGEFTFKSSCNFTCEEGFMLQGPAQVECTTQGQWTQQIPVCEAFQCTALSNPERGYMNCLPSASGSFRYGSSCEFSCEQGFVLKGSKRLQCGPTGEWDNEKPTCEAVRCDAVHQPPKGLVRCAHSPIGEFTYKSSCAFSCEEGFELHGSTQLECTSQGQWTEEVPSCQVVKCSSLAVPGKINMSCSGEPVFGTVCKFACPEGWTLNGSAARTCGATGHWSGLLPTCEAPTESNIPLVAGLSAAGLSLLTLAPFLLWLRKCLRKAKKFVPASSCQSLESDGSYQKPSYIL
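assay system = HUVEC, human umbilical vein endothelial cells | input = 3,000 HUVEC seeded per well | medium = EGM-2 growth medium on 0.1% gelatin-coated wells | dosing = one compound dose added by pin transfer | signal = immunofluorescence imaging | read-out basis = % PE-positive cells | control set = TNF-alpha, DMSO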
S100A4 MyoIIA – inhibitors of human S100A4 binding to myosin IIA peptide; P26447; S100A4/TAMRA-MyoIIA peptide fluorescence polarization; inhibition, % at 10.7 µM; 360,000 tested, 0.14% active; AID 652163;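 active = mean inhibition of at least 70% across replicates, with every replicate also reaching that level; inconclusive = mean inhibition reaches 70% but some replicates fall short; inactive = mean inhibition below 70%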
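Material: S100A4 monomer protein / Buffer or medium: 50 mM HEPES pH 7.2, 10 mM CaCl2, 100 mM KCl / Times: 5 min incubation before reading / Benchmarks: neutral control DMSO, positive control TFP / Reagent: labelled myosin peptide probe, 5 nM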
RAD54 inh – RAD54 (human) branch migration inhibition; Q92698; RAD54 Holliday junction branch migration, FAM/BHQ fluorescence; inhibition, % at 10.4 µM; 360,000 tested, 0.14% active; AID 602329;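 active = mean normalized replicate activity at least 40 and at least half of replicates scoring 40 or more; inconclusive = only one of the two criteria met; inactive = mean below 40 and under half of replicates reaching 40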;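 note: 0% = median of neutral control wells and 100% = median of positive control wells; inhibitors cause a drop in the FAM fluorescence signal; in these data hits start at about 50%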
RAD52 anneal inh – inhibitors of human RAD52 DNA annealing. AID 651710. inhibition, % at 18.7 µM. P43351. recombinant RAD52 DNA annealing, FRET fluorescence. 360,000 tested, 0.46% active;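 active = every replicate showing at least 50% inhibition; inconclusive = mean inhibition at least 50% but not in every replicate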
Target sequence (P43351 whole entry, looked up): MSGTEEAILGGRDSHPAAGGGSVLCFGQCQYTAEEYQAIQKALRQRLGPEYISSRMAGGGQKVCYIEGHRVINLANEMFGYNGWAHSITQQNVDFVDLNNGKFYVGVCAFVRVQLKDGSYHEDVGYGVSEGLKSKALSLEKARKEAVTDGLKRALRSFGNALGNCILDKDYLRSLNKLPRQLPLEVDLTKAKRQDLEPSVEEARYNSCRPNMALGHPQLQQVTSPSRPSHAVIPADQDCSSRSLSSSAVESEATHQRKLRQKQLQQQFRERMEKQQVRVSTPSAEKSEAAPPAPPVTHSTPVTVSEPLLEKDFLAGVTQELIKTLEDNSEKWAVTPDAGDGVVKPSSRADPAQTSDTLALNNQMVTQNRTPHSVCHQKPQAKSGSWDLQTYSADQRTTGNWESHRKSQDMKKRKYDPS
XiGFP reactiv – reactivates the inactive X chromosome in mouse fibroblasts; XiGFP mouse fibroblasts, % GFP-positive cells imaging, 3 d; cells co-treated with 5-aza-dC sensitizer; scaled so ellipticine positive control = 100%; activation, % at 7.58 µM; 360,000 tested, 0.055% active;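 active = mean normalized replicate activation at least 10% and every replicate at or above 10%; inconclusive = only one of the two criteria met; inactive = mean below 10% and not all replicates reach 10%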;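 note: 0% = median of on-plate neutral control wells and 100% = ellipticine 6 µM median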
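System: SV40-immortalized XiGFP fibroblast cells, line 68-5-11 / Incubation: 3-day compound exposure, then 15 min fixation at room temperature / Compound: single concentration per compound, delivered by pin transfer / Buffer or medium: DMEM plus 5-aza-dC sensitizer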
FN deposit inh – fibronectin deposition inhibition | AH1F fibroblasts, Alexa488-fibronectin deposition fluorescence, overnight | 350,000 tested, 0.086% active | inhibition, % at 12.6 µM;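 active = mean inhibition across replicates of 30% or more, regardless of how many single replicates reach that level; inconclusive = mean under 30% yet at least half of replicates reach 30%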;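 note: positive control wells lacked labelled fibronectin entirely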
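Assay system: AH1F fibroblasts / Quantity: 10000 cells per well / Medium: DMEM plus 2% serum, read in PBS / Reagent: labelled fibronectin 24 nM / Dosing: single dose, pinned / Times: 1 h cell attachment, overnight exposure to compound and label / Signal: fluorescence, ex 485 nm, em 525 nm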
esBAF inh – blocks esBAF chromatin remodeling in mouse ES cells; Bmi1-luciferase knock-in reporter, 24 h; 100% = twice the neutral-well signal; reporter increase, % at 12.5 µM; 350,000 tested, 2% active; AID 602393; in the data active = activation above about 40%; inconclusive = no clear call, values can overlap the other calls;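 note: 0% = median of the plate's neutral control wells and 100% = double that signal; a rise in the Bmi1 reporter signal indicates esBAF inhibition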
EWS-Fli block – blocks EWS/Fli oncoprotein-driven transcription | A673 NR0B1-luciferase reporter, viability-normalised | inhibition, % at 12.6 µM | 350,000 tested, 0.67% active | AID 651661;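 active = mean inhibition of at least 50% after viability correction, with every replicate also passing that limit; inconclusive = mean reaches 50% but only one of two replicates passes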;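 note: firefly luciferase signal divided by Alamar Blue viability fluorescence both relative to DMSO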
* = called active by the depositor; u = inconclusive; x = not tested or not shown; & = joins results of further samples.

SMILES	E-selectin induc	S100A4 MyoIIA	RAD54 inh	RAD52 anneal inh	XiGFP reactiv	FN deposit inh	esBAF inh	EWS-Fli block
COc1ccc(CNC(=O)C[C@@H]2C[C@@H]3c4cc(NS(=O)(=O)c5ccc(F)cc5)ccc4O[C@@H]3[C@@H](CO)O2)cc1	0.2	10.4	9.2	3.5	-0.1	-9.4	6.3	-2.5
COc1ccc(NC(=O)N(C)C[C@@H]2OCc3ccccc3-c3ccccc3C(=O)N([C@H](C)CO)C[C@H]2C)cc1	-0.4	7.8	-1.7	9.2	-0.1	-0.6	7.4	-7.1
CO[C@H]1CN(C)C(=O)c2ccc(NS(=O)(=O)c3ccc(Cl)cc3)cc2OC[C@@H](C)N(C)C[C@@H]1C	0.1	8.3	-9.3	1.2	0.1	7.9	6.5	-1.7
OCC1(Cc2ccc(Cl)cc2)CCN(Cc2ccc(F)c(F)c2)CC1	4.5	3.4	3.0	-31.8	0.0	-1.3	x	7.2
CC(C)(C)OC(=O)N1CCN(C(=O)c2[nH]cnc2C(=O)Nc2ccccc2F)CC1	-0.2	-11.1	-1.4	2.2	0.1	5.4	0.6	1.0
O=C(c1ccc(OC2CCN(CCc3ccccc3)CC2)cc1)N1CCCC(O)C1 (stereo unspecified)	x	0.6	-6.0	-15.8	0.0	6.1	-3.8	-2.6
Cc1ccc(S(=O)(=O)NNC(=O)Nc2cccc(F)c2)c(C)c1	23.0	0.5	-1.1	-9.2	0.0	-2.6	x	2.1
CCc1cc(=O)oc2cc(C)cc(OCC(=O)C(C)(C)C)c12	0.4	-2.1	x	-11.8	0.3	-1.5	x	5.8
Cc1oc2cc3oc(=O)c(CCC(=O)NCc4ccccn4)c(C)c3cc2c1C	x	-0.2	0.5	-10.1	x	x	14.5	-17.1
CC(CNC(=O)[C@@H](Cc1ccccc1)NC(=O)CC[C@H]1O[C@@H](n2ccc(=O)[nH]c2=O)[C@H](O)[C@@H]1O)c1ccccc1 (stereo partly specified)	-0.3	-2.7	-12.3	-11.8	0.0	6.5	-5.5	1.6
O=C(CCN1CCOCC1)N1CCCC(Nc2ccc(F)cc2)C1 (stereo unspecified)	x	-2.6	3.7	-6.9	-0.1	-3.2	-2.6	x
CCOc1ccc(CCNC(=O)CS(=O)Cc2nc(-c3ccccc3C)oc2C)cc1OCC (stereo unspecified)	-0.1	-0.8	-14.8	-16.8	0.0	-0.7	1.4	x
CCNC(=O)NC(=O)C(C)OC(=O)CCCc1nc2ccccc2s1 (stereo unspecified)	x	-3.8	-3.5	-29.6	0.1	x	-9.2	15.2
Cc1noc(C)c1S(=O)(=O)N(C)C[C@@H]1OCCCC[C@@H](C)Oc2ccc(NS(=O)(=O)c3cccs3)cc2C(=O)N([C@H](C)CO)C[C@H]1C	-0.1	-10.6	-0.1	29.7	-0.1	x	2.7	11.0
CCCCn1c(N)c(N(CCOC)C(=O)COc2ccc(C(C)=O)cc2)c(=O)[nH]c1=O	-0.2	-1.6	9.9	-0.6	0.0	-4.9	-2.5	-0.6
O=S1(=O)CC(N2CCN(CCO)CC2)CN1CCc1ccccc1 (stereo unspecified)	-1.3	-1.3	-3.9	-14.0	x	-13.4	-3.9	-2.4
COc1ccc(Cc2nnc(NC(=O)C(C)C)s2)cc1	x	-8.2	-2.1	-13.5	0.0	-0.6	-1.6	7.8
COc1cc(O)cc(O)c1C(=O)/C=C/c1ccccc1	x	3.4	5.3	4.7	x	x	15.1	-0.5
CCC(=O)N1C[C@H](C)[C@@H](OC)CN(C)C(=O)c2ccc(NC(=O)CC(F)(F)F)cc2OC[C@@H]1C	0.3	-5.0	x	-13.9	0.3	3.5	x	x
COc1ccc(-c2cc(=O)oc3cc(OCC(=O)N4C[C@H]5C[C@@H](C4)c4cccc(=O)n4C5)ccc23)cc1	x	-3.0	12.5	-0.9	x	x	8.9	3.6
CCCN1[C@@H]2c3ccc(-c4ccc(F)cc4)c(=O)n3C[C@H]1[C@H](CO)[C@H]2C(=O)NCC	0.8	-5.5	x	-1.9	0.1	x	x	0.9
CCSc1nnc(-c2ccccc2SC)o1	x	-0.4	x	-4.6	0.2	13.4	x	-29.0
O=C(COC(=O)C(O)C(O)C(=O)OCC(=O)c1ccc(C(F)(F)F)cc1)c1ccc(C(F)(F)F)cc1 (stereo unspecified)	0.9	1.2	-0.7	-10.8	-0.1	8.8	x	4.0
Cc1cccnc1NC(=O)c1ccc([N+](=O)[O-])o1	-1.6	x	3.8	x	0.4	-4.5	x	x
C[C@H]1CN([C@@H](C)CO)C(=O)CCCn2cc(nn2)CO[C@H]1CN(C)Cc1ccc(C(=O)O)cc1	0.0	-2.4	x	-3.5	-0.3	-4.6	x	0.6

More records
SMILES	E-selectin induc	S100A4 MyoIIA	RAD54 inh	RAD52 anneal inh	XiGFP reactiv	FN deposit inh	esBAF inh	EWS-Fli block
S=C(NCCCc1cnc[nH]1)NCCCN(Cc1ccccc1)c1ccc(Br)cn1	-0.2	-0.9	-2.9	-21.7	0.0	20.6	-5.4	13.1
Cc1ccnc(SCC(=O)c2cc3ccccc3o2)n1	0.2	3.8	2.5	-27.4	-0.1	-0.2	x	-8.7
COc1ccccc1-c1cnc2c(c1)C(=O)N([C@H](C)CO)C[C@H](C)[C@@H](CN(C)Cc1ccccc1)O2	0.3	3.1	-8.5	-2.5	-1.2	10.8	-0.5	-9.2
O=C(c1ccc(COc2ccc3ccccc3c2)o1)N1N=C(C(F)F)CC1(O)C(F)F (stereo unspecified)	x	5.4	5.6	0.3	x	x	6.1	-5.3
O=C(NCc1ccc2c(c1)OCO2)[C@@H]1[C@@H](CO)[C@@H]2Cn3c(cccc3=O)[C@H]1N2Cc1ccccc1	-0.1	-29.1	-2.5	17.7	0.4	x	2.5	-1.7
CC1(C)CC(=O)N(c2cccc(C(F)(F)F)c2)C(=O)C1	0.7	-2.8	4.5	-7.0	0.0	-2.5	-1.0	-3.6
O=c1c2cnn(-c3ccccc3)c2ncn1CCc1ccccc1	x	-2.7	x	-10.3	0.1	-0.9	x	-91.2
O=C(COC(=O)c1cccc(O)c1)Nc1nnc(-c2ccccc2)o1	x	-1.9	-3.3	-14.0	-0.1	-7.7	-6.2	-7.4
O=C(O)c1ccccc1C(=O)Nc1ccc(-n2nc(C(F)(F)F)cc2C(F)(F)F)cc1	x	0.3	6.2	-12.8	0.0	-5.4	x	3.3
CCN(CC(=O)NCCc1ccccc1)S(=O)(=O)c1ccc(Br)cc1	x	0.7	-2.4	-9.7	x	x	-3.7	7.7
CC(=O)Nc1ccc(C(=O)Nc2nc(-c3cccnc3)cs2)cc1	0.0	-1.1	-1.9	-12.5	0.0	6.0	6.8	-4.0
O=C(NCc1cccnc1)c1ccc(COc2ccccc2Cl)o1	x	1.2	x	-0.2	0.0	-9.6	x	11.7
Cc1ccc(S(=O)(=O)N(C)C[C@@H]2Oc3ccc(NC(=O)NC(C)C)cc3C(=O)N([C@@H](C)CO)C[C@H]2C)cc1	0.0	3.2	29.7	3.6	-0.6	-10.7	-1.2	-6.2
COc1ccccc1NC(=O)N[C@@H]1CC[C@@H](CCn2cc(-c3cccnc3)nn2)O[C@H]1CO	-0.1	3.5	-12.0	-1.0	-0.1	-5.4	0.9	2.6
O=C(Nc1ccc2c(c1)OCO2)C1CC1(Cl)Cl (stereo unspecified)	0.2	-2.5	0.5	-15.3	0.1	-1.4	u	-52.6
Cc1csc(NC(=O)CCNC(=O)c2ccc([N+](=O)[O-])cc2)n1	0.5	x	-0.4	x	0.2	-2.1	15.3	x
COc1cccc(-c2ccc(C3[C@H]4CNC[C@@H]3N4C(=O)Nc3ccc(F)cc3)cc2)c1 (stereo partly specified)	-0.1&0.0	-12.3&-12.7	x	35.2&48.8	0.0&0.1	3.6&-9.1	x	-0.4
S=C(NCCc1ccccc1)Nc1ccc(Br)cc1	x	-2.1	x	7.3	0.1	-14.2	x	-29.8
COC(=O)c1ccccc1NC(=O)Cn1cnc([N+](=O)[O-])c1	-0.2	-7.8	0.7	6.4	0.0	-2.7	-5.8	-6.3
O=C1CCCc2c1[nH]c1ccc(Br)cc21	-1.4	x	-26.9	x	x	10.9	8.2	x
CCOc1ccc(C(=O)N2CCN(C(=O)c3ccco3)CC2)cc1OCC	x	-25.7	-10.6	-8.5	x	x	-1.0	7.6
Cc1ccc(C(=O)NCC(=O)OCCCOC(=O)CNC(=O)c2ccc(C)c(C)c2)cc1C	x	5.9	0.3	-14.2	0.3	-3.1	-6.6	-5.2
CCc1noc(C)c1C(=O)Nc1cc(Cl)ccc1-n1cncn1	0.5	-5.9	11.5	-12.8	0.0	5.4	x	6.6
C[C@@H]1CN([C@H](C)CO)C(=O)c2cc(NC(=O)Nc3ccccc3)ccc2O[C@@H]1CN(C)C(=O)Nc1ccc(C(F)(F)F)cc1	0.4	-7.9	-6.7	-0.8	1.6	x	-5.7	-8.1
C[C@@H]1CN([C@H](C)CO)C(=O)c2cc(NC(=O)NC3CCCCC3)ccc2O[C@@H](C)CCCCO[C@@H]1CN(C)C(=O)c1ccccc1	-0.2	-35.6	0.0	0.7	0.0	-18.7	1.1	1.0

(listing goes on)
SMILES	E-selectin induc	S100A4 MyoIIA	RAD54 inh	RAD52 anneal inh	XiGFP reactiv	FN deposit inh	esBAF inh	EWS-Fli block
COc1ccc([N+](=O)[O-])c(S(=O)(=O)c2ccccc2)n1	0.1	-4.4	5.9	13.1	0.0	21.6	x	25.3
Cc1ccc(OCC(=O)c2cc(C)n(C)c2C)c([N+](=O)[O-])n1	x	2.0	-1.8	2.6	-0.1	-8.5	-14.8	-17.3
COc1ccc(NC(=O)Nc2ccc3c(c2)[C@H]2C[C@@H](CC(=O)NC4CCCCC4)O[C@@H](CO)[C@H]2O3)cc1	1.6	7.3	-8.7	-3.5	0.0	-35.2	0.6	-0.8
CC(C)c1ccc(S(=O)(=O)N2CCN(C(=O)C3CCCCC3)CC2)cc1	x	-5.2	0.4	-0.8	0.0	-5.6	5.1	5.3
COCCOC(=O)C1=C(N)OC2=C(C(=O)CC(C)(C)C2)C1c1ccncc1 (stereo unspecified)	-0.1	6.1	-2.9	-8.2	0.0	-7.9	-4.9	7.9
C[C@@H]1CN([C@@H](C)CO)C(=O)c2cc(N(C)C)ccc2O[C@@H](C)CCCCO[C@@H]1CN(C)C(=O)C1CCCCC1	0.6	7.6	0.9	-2.9	-1.2	x	1.3	1.8
O=C(Nc1ccc(C(F)(F)F)cc1)N[C@H]1CC[C@@H](CCn2cc(C3(O)CCCC3)nn2)O[C@H]1CO	-0.4	20.9	1.4	-12.9	0.5	x	-49.2	-106.9
C[C@@H]1CCCCO[C@@H](CN(C)Cc2ccc(Cl)c(Cl)c2)[C@@H](C)CN([C@@H](C)CO)C(=O)c2cc(NS(=O)(=O)c3ccc(F)cc3)ccc2O1	-0.1	26.4	-3.1	-5.1	0.2	5.2	3.9	2.1

Rows were taken by chance, and some 3% of all compounds hit somewhere here.
